# Screening data: PubChem BioAssay, several laboratories
# PDI turbidity – inhibitors of human PDI, primary screen, biochemical, turbidity, single point, plate reader; 0.052% of 350,000 active; inhibition, % at 10 µM; PDI insulin aggregation turbidity, A650, 90 min;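 active = mean inhibition across replicates of 30% or more, whatever share of single replicates reach that level; inconclusive = mean inhibition below 30% while every single replicate reaches 30%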;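 also: absorbance from insulin aggregation driven by PDI reduction with DTT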
# Target sequence (P07237 whole entry, looked up): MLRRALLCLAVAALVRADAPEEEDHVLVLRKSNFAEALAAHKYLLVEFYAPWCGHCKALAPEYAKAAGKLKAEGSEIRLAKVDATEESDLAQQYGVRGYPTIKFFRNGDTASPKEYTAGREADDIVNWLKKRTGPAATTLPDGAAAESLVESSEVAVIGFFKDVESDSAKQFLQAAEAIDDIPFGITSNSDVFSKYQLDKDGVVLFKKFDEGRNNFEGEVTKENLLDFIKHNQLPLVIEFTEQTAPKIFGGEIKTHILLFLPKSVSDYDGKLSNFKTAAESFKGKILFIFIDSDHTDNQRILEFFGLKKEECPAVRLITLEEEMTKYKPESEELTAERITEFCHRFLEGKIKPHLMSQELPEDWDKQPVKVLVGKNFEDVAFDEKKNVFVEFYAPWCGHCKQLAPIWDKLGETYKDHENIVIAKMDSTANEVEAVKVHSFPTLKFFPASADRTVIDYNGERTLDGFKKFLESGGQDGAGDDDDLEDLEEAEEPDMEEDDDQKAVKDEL
# Vif inh – HIV Vif self-association inhibitors, primary screen, imaging, HEK293T, single point; HEK293T cells, Vif self-association by quenched fluorescence, 24 h; inhibition, % at 7.49 µM; 0.35% of 340,000 active; AID 602346, 2012; in the data active = inhibition above about 50%, passing the limit was not always enough; inconclusive = no clear call, values can overlap the other calls; inactive = below about 31%; also: some results filed as inactive read as strong as hits
# NR2E3 ag-1 – inhibitors of NR2E3-RetCOR corepressor binding, primary screen, NR2E3 agonist project, biochemical, TR-FRET, GST-NR2E3, biotin-RetCOR; Photoreceptor-specific nuclear receptor (Homo sapiens), Q9Y5X4; 1536-well; inhibition of corepressor binding, % at 4.78 µM; 0.12% of 320,000 active; AID 2300, 2010;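 active = percent inhibition above the cutoff of mean plus 3 SD of all tested compounds, set per screening campaign, cut at about 20% in these data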;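 also: 0% = DMSO wells and 100% = biotin wells as full block of FRET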
# Target sequence (Q9Y5X4 whole entry, looked up): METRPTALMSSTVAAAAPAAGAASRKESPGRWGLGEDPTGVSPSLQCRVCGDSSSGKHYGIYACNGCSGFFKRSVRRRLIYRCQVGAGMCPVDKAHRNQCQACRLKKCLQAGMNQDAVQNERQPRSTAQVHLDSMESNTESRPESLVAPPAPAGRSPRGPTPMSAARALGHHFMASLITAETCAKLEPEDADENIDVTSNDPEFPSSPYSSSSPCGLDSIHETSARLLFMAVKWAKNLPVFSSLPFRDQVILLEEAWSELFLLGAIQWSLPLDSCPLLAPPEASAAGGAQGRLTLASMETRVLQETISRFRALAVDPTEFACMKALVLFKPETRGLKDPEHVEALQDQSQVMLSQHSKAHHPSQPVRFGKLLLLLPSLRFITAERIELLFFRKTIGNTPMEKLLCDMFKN
#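 Material: NR2E3–RetCOR corepressor complex | Quantity: 1.35 nM GST-tagged NR2E3 final | Schedule: 5 h at 4 °C | Replication: Singlicate compound wells | Reagent: RetCOR corepressor, biotinylated, 7 nM | Controls: Biotin wells as high control, 0.6% DMSO wells as low control | Signal: TR-FRET, Eu(K)-anti-GST donor, streptavidin-D2 acceptor, ex 340, em 617/671 nm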
# Peg3 prom inh – Peg3 promoter-driven luciferase inhibitors, primary screen, cell-based, HeLa, luciferase luminescence | HeLa PEG-Prom luciferase reporter, overnight | inhibition, % at 20 µM | 1.7% of 360,000 active;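 active = inhibition of at least 50% at 20 µM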
# MITF TRPM1 inh – inhibitors of MITF-dependent TRPM1 promoter reporter, primary screen, cell-based, SK-MEL-5, single point, luciferase; SK-MEL-5 TRPM1 promoter luciferase, 24 h; inhibition, % at 12.5 µM; 0.83% of 330,000 active; AID 488899, 2010;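 active = mean inhibition across replicates of 60% or more, whatever share of single replicates reaches that level; inconclusive = some that reach 60%, reason not given; inactive = mean inhibition across replicates below 60%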; also: values of inactives mirror those of a sister screen read the other way
# HIF-2a block – HIF-2a reporter inhibitors, primary screen, luminescence, 786-0 RCC cells; 786-0 RCC cells HIF-2a reporter, luciferase luminescence, overnight; inhibition, % at 18.8 µM; 0.72% of 360,000 active; AID 624352, 2012;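 active = inhibition of the luminescence signal of 40% or more relative to plate controls, in a single-dose primary screen at 18.75 µM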
# Shn3 inh set2 – reduction of Shn3 3'UTR firefly luciferase signal, primary screen, Schnurri-3 inhibitor project, cell-based, Clone20 osteoblasts, set 2; inhibition, % at 12.5 µM; 0.52% of 360,000 active; AID 588674, 2011; Clone20 osteoblast Shn3 3'UTR firefly luciferase, 24 h;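 active = mean inhibition of at least 75% with every replicate also reaching 75%; inconclusive = mean inhibition at least 75% but some replicate below; inactive = mean inhibition below 75%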;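 also: 0% = median of neutral control wells and 100% = pilot-screen positive control compound; some compounds past the cut are filed as inactive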
# CF NFkB inh – inhibitors of PAF-induced NF-kB signaling, primary screen, cell-based, GFP fluorescence, uHTS | KKLEB NF-kB-GFP reporter, GFP fluorescence overnight | inhibition, % at 5 µM | 0.86% of 360,000 active | AID 588850, 2011;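 active = at least 50% inhibition at 5 µM, scaled per plate between neutral and stimulator controls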;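 also: PAF is a Pseudomonas aeruginosa culture filtrate used as stimulus; plate controls were PAF-stimulated DMSO wells for no effect and unstimulated DMSO wells for full effect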
# NR2E3 ag-2 – NR2E3 agonists in two-hybrid cells, primary screen, cell-based, luminescence, CHO-S, Gal4-NCOR/VP16-NR2E3 | inhibition of corepressor binding, % at 3.98 µM | AID 602229, 2012 | 0.35% of 360,000 active | luciferase;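 active = inhibition above the mean of all tested compounds plus 3 SD, cut at about 70% in these data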;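 also: 0% = DMSO with NR2E3 transfected cells and 100% = cells lacking NR2E3 construct; higher means lower luciferase signal from less NR2E3 corepressor binding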
# KKLEB cytotox – cytotoxicity in KKLEB CF airway cells, primary screen, cytotoxicity control for CF NF-kB inhibitor project, cell-based, uHTS, fluorescence assay plates; activity change (cytotoxicity), % at 5 µM; KKLEB CF airway cells viability, ATPlite luminescence, overnight; active compounds read low; cells stimulated with P. aeruginosa culture filtrate; 0.36% of 360,000 active; AID 602141, 2011;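 active = corrected activity change at or below -50% at 5 µM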
# CaV13 FRET inh – Disruptors of the CACNA1D IQ motif to Ca2+-dependent inactivation inhibitor domain association, primary screening, Förster resonance energy transfer in intact living …. inhibition, % at 12.3 µM. 0.098% of 340,000 active. HEK cells, CFP/YFP FRET ICDI-IQ, plate reader, 10 min; percent FRET-ratio fall versus neutral wells;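 active = mean replicate inhibition of at least 30% and at least 1% of replicates passing that level; inconclusive = only one of the two criteria is met; inactive = neither criterion is met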;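 also: 0% = median of the neutral control wells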
# Starred values were filed as active, the others as inactive; u = inconclusive; x = not tested or not shown.
# Values run as follows: CF NFkB inh	Vif inh	MITF TRPM1 inh	PDI turbidity	Peg3 prom inh	HIF-2a block	NR2E3 ag-1	CaV13 FRET inh	NR2E3 ag-2	Shn3 inh set2	KKLEB cytotox
CC1=C(C(=O)N2CCOCC2)CC(CC(=O)NCc2cccc3ccccc23)C(=O)N1CCC1=CCCCC1 (configuration not stated)
  -35	x	x	2	2	-1	x	-5	-9	-3	9
CC(C)(C)c1ccc(S(=O)(=O)NCC(=O)Nc2sc3c(c2C(N)=O)CCCC3)cc1
  5	2	0	-21	11	22	0	x	-4	13	-9
O=C(COC(=O)CN1C(=O)c2ccccc2C1=O)Nc1ncc(Cl)cc1Cl
  -9	x	6	2	-8	3	1	-7	-34	-14	-3
COc1ccc(Nc2ncnc3scc(-c4ccc(OC)cc4)c23)cc1
  27	1	21	-4	30	42*	5	-5	-33	16	-18
COc1ccccc1N1CCN(C2CCCN(C(=O)CCc3cnccn3)C2)CC1 (configuration not stated)
  4	0	0	-5	-9	5	2	-7	3	-3	2
COC(=O)NNC(=O)c1ccc(C)cc1
  4	6	-3	-2	4	-10	-3	-8	-23	8	1
O=C(NC(=S)Nc1ccc(S(=O)(=O)NC2CCCCC2)cc1)c1cccs1
  12	-8	15	-7	4	16	14	-5	19	44	9
Cc1ccc2c(c1)[C@H]1[C@H](CO2)[C@H](c2ccccc2)[C@]2(C)C(=O)Nc3ccc(Br)cc3C(=O)N12
  41	x	6	2	19	14	x	-11	-7	29	-12
COc1ccc(-c2ocnc2C(=O)Nc2ccc(N3CCOCC3)cc2N2CCOCC2)cc1OC
  11	34	-4	6	8	10	2	-4	-37	5	2
Cc1ccc(S(=O)(=O)N2CCCCC2)cc1NC(=O)COC(=O)c1cccn1C
  6	-9	17	2	5	18	x	-3	-21	0	-14
C/C(Cn1nnc2ccccc21)=N\OC(=O)c1ccccc1C
  2	0	7	-8	-5	12	-1	-5	6	-21	-2
Cc1cc(C)cc(Oc2coc3cc(OC(=O)c4cccnc4)ccc3c2=O)c1
  6	15	8	0	22	4	-2	-4	0	1	4
O=C(/C=C/c1ccc(S(=O)(=O)N2CCOCC2)cc1)NC(CO)C(O)c1ccc([N+](=O)[O-])cc1 (configuration not stated)
  -32	15	2	4	11	7	x	-5	2	0	-5
CS(=O)(=O)N(CC(=O)N1CCN(c2ccccc2F)CC1)c1cc(C(F)(F)F)ccc1Cl
  0	-6	5	3	15	-2	3	x	-7	22	5
CC1(CC(=O)O)SC(=O)NC1=O (configuration not stated)
  -6	-4	8	-5	3	7	0	-4	10	-1	4
COc1ccc(N(CC(=O)Nc2ccccc2C)S(=O)(=O)c2c(C)[nH]c(=O)[nH]c2=O)cc1
  -8	-3	-5	-5	20	8	2	-6	-12	-4	8
COc1ccc(-n2cc(-c3ccccc3)nc2SC)cc1
  -15	6	-75	9	-244	-234	-1	-5	-123	-54	-3
Cc1ccc2c(c1)-c1cc(C)nn1C(c1sccc1C)N2 (configuration not stated)
  0	4	-7	-8	-12	-98	1	-4	-46	-18	-14
CCCC(=O)N1CCN(C2=NS(=O)(=O)c3ccccc32)CC1
  9	-3	-2	-5	10	7	1	-5	-7	15	3
O=C(N/N=C/c1cc2c(cc1Br)OCO2)c1ccccn1
  2	-6	x	-3	-257	-266	0	-21	-41	-61	-4

# Taken from above (3 entries):
# Values run as follows: CF NFkB inh	Vif inh	MITF TRPM1 inh	PDI turbidity	Peg3 prom inh	HIF-2a block	NR2E3 ag-1	CaV13 FRET inh	NR2E3 ag-2	Shn3 inh set2	KKLEB cytotox
CC1=C(C(=O)N2CCOCC2)CC(CC(=O)NCc2cccc3ccccc23)C(=O)N1CCC1=CCCCC1 (configuration not stated)
  -35	x	x	2	2	-1	x	-5	-9	-3	9
CC(C)(C)c1ccc(S(=O)(=O)NCC(=O)Nc2sc3c(c2C(N)=O)CCCC3)cc1
  5	2	0	-21	11	22	0	x	-4	13	-9
O=C(COC(=O)CN1C(=O)c2ccccc2C1=O)Nc1ncc(Cl)cc1Cl
  -9	x	6	2	-8	3	1	-7	-34	-14	-3

# Next entries follow.
# Values run as follows: CF NFkB inh	Vif inh	MITF TRPM1 inh	PDI turbidity	Peg3 prom inh	HIF-2a block	NR2E3 ag-1	CaV13 FRET inh	NR2E3 ag-2	Shn3 inh set2	KKLEB cytotox
Cc1ccc(Cl)cc1NC(=O)c1cc(NC(=O)C2CCCCC2C(=O)O)ccc1N1CCOCC1 (configuration not stated)
  11	0	3	-1	-12	14	1	-6	-7	4	-7
COc1ccc(NS(=O)(=O)c2cccc(N/C(=N\S(=O)(=O)c3ccccc3)c3ccc(F)cc3)c2)cc1
  -15	-6	-2	-4	37	32	-2	-3	-10	10	1
COCCNC(=S)N/N=C(\C)c1ccc(C)c([N+](=O)[O-])c1
  7	-3	-11	3	-2	2	-2	-2	-19	0	-6
NC(=O)c1ccccc1NC(=O)c1ccoc1
  -5	0	-8	-4	-17	-37	5	-6	8	8	8
CC(Sc1nc2ncc(Cl)cc2[nH]1)C(=O)Nc1ccc(C(N)=O)cc1 (configuration not stated)
  22	10	13	-4	-1	15	-1	-6	-13	1	2
O=C(Nc1ccccc1N1CCOCC1)c1ccc2c(c1)OCCO2
  -30	-17	2	-29	-7	-7	-1	-5	-11	-8	12
Cc1ccc(-n2c(SCC(=O)NCc3ccco3)nc3sc(C)c(C)c3c2=O)cc1
  3	-9	3	15	22	5	15	-5	7	15	-9
O=C(O)c1ccc(N=NN2CCOCC2)cc1
  8	x	1	4	13	10	-2	-5	-84	1	5
CC1CN(CCCCOc2ccc3ccccc3c2)CC(C)O1 (configuration not stated)
  4	7	4	0	-9	-56	0	-4	-3	-8	-6
S=c1[nH]nc(-c2cc3ccccc3o2)n1Cc1ccccc1
  -1	-8	1	1	-19	-6	7	-5	3	-18	3
O=C(c1ccc(CSc2ccccc2)cc1)N1CCCCCC1
  14	-1	-54	-11	-135	-186	3	-4	-116	-20	-4
COc1ccc(C(CNC(=O)CNC(=O)c2ccccc2)N2CCCC2)cc1 (configuration not stated)
  -16	3	-3	-1	4	12	4	-6	15	0	13
COc1ccccc1/C=C1\SC(=O)N(CCC(=O)NCCCn2ccnc2)C1=O
  3	9	-35	11	-57	-87	0	-4	-27	-12	-2
N/C(=C\C(=O)c1cc(Cl)ccc1O)C(Cl)(Cl)Cl
  54*	u	51	0	29	25	3	-2	-11	40	5
CCOC(=O)N1CCN(CC(O)COc2ccc(C(C)C)c(C)c2)CC1 (configuration not stated)
  -2	-12	8	6	10	15	4	-20	-6	7	8
CCN(CCCCN1C(=O)c2ccccc2C1=O)c1ccc2c(c1)C(=O)N(C)C2=O
  -8	-3	-6	0	15	10	3	x	11	17	5
Nc1nnc(SCCOc2ccccc2)s1
  -1	0	-17	8	-46	-67	1	-8	-16	-16	9
CCOC(=O)C1CCCN(C(=O)c2sc3nc4n(c(=O)c3c2C)CCC4)C1 (configuration not stated)
  -18	19	10	11	-17	18	3	-5	1	15	6
N#C/C(=N\O)c1nc2ccccc2[nH]1
  -12	-6	7	-2	-7	10	2	-6	14	3	-3
CCc1c(C)c(C#N)c2nc3ccccc3n2c1NCc1ccccn1
  -12	4	7	-2	19	0	1	-3	-27	12	6
COc1ccc(NC(=O)c2ccc(CN(c3cc(Cl)ccc3C)S(=O)(=O)c3ccccc3)cc2)cc1OC
  3	0	8	9	20	12	2	x	-1	7	2
O=C(c1ccc(F)cc1)c1c[nH]c(C(=O)NCc2cccnc2)c1
  26	3	22	-8	18	20	0	-5	1	23	-4
O=c1[nH]c2cc([N+](=O)[O-])ccc2c2cc(Br)ccc12
  -66	x	x	-1	1	7	x	-6	-6	-13	-4
COc1ccc(/C=C(/C(=O)Nc2ccccc2C(=O)NC(C)C)c2ccccc2)cc1
  6	-12	-2	-5	47	9	0	-6	-5	30	-1

# In the list so far, three contain bromine:
# Values run as follows: CF NFkB inh	Vif inh	MITF TRPM1 inh	PDI turbidity	Peg3 prom inh	HIF-2a block	NR2E3 ag-1	CaV13 FRET inh	NR2E3 ag-2	Shn3 inh set2	KKLEB cytotox
Cc1ccc2c(c1)[C@H]1[C@H](CO2)[C@H](c2ccccc2)[C@]2(C)C(=O)Nc3ccc(Br)cc3C(=O)N12
  41	x	6	2	19	14	x	-11	-7	29	-12
O=C(N/N=C/c1cc2c(cc1Br)OCO2)c1ccccn1
  2	-6	x	-3	-257	-266	0	-21	-41	-61	-4
O=c1[nH]c2cc([N+](=O)[O-])ccc2c2cc(Br)ccc12
  -66	x	x	-1	1	7	x	-6	-6	-13	-4

# An excerpt of these results, with bars between the fields.
SMILES | CF NFkB inh | Vif inh | MITF TRPM1 inh | PDI turbidity | Peg3 prom inh | HIF-2a block | NR2E3 ag-1 | CaV13 FRET inh | NR2E3 ag-2 | Shn3 inh set2 | KKLEB cytotox
COc1ccc(NC(=O)c2ccc(CN(c3cc(Cl)ccc3C)S(=O)(=O)c3ccccc3)cc2)cc1OC | 3 | 0 | 8 | 9 | 20 | 12 | 2 | x | -1 | 7 | 2
COc1ccc(/C=C(/C(=O)Nc2ccccc2C(=O)NC(C)C)c2ccccc2)cc1 | 6 | -12 | -2 | -5 | 47 | 9 | 0 | -6 | -5 | 30 | -1
O=c1[nH]c2cc([N+](=O)[O-])ccc2c2cc(Br)ccc12 | -66 | x | x | -1 | 1 | 7 | x | -6 | -6 | -13 | -4
O=C(c1ccc(F)cc1)c1c[nH]c(C(=O)NCc2cccnc2)c1 | 26 | 3 | 22 | -8 | 18 | 20 | 0 | -5 | 1 | 23 | -4
